LMPTP block: LMPTP (human) inhibition | recombinant LMPTP-A, OMFP fluorogenic substrate, fluorescence intensity | 0.22% of 360,000 active | inhibition, % at 20 µM | P24666 | AID 651560;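 active = compounds that cut the enzyme signal by at least half of the control window in the single-dose screen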;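 also: plate controls were DMSO wells with enzyme plus substrate for no effect and substrate without enzyme for full effect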
Target sequence (P24666 whole entry, looked up): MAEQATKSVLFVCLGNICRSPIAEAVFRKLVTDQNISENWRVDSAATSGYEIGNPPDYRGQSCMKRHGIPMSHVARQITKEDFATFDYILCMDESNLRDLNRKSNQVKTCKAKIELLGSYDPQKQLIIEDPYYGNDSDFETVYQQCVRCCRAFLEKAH
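test system = LMPTP-A | amount = 0.625 nM LMPTP-A final | reagent = fluorogenic phosphatase substrate OMFP at 400 µM final | incubation = 50 min at room temperature | benchmarks = no-enzyme low control, uninhibited high control | medium = Bis-Tris pH 6.0, DTT, detergent | signal = fluorescence intensity of OMFP turnover product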
DNMT1 inh: inhibitors of human DNMT1 | DNMT1 molecular beacon, Hinp1I cleavage, fluorescence | inhibition (reported as % activation of signal), % at 10 µM | 0.83% of 360,000 active | AID 588458; in the data active = inhibition above about 50%
STEP inh: blocks human striatal-enriched tyrosine phosphatase | inhibition, % at 20 µM | AID 588621 | 0.25% of 360,000 active | recombinant STEP, OMFP fluorogenic substrate, fluorescence | P54829;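 active = inhibition at 20 µM, scaled per plate between control wells, above about 37%, limit read from the data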;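 also: 0% = DMSO with enzyme and substrate and 100% = substrate only without enzyme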
Target sequence (P54829 whole entry, looked up): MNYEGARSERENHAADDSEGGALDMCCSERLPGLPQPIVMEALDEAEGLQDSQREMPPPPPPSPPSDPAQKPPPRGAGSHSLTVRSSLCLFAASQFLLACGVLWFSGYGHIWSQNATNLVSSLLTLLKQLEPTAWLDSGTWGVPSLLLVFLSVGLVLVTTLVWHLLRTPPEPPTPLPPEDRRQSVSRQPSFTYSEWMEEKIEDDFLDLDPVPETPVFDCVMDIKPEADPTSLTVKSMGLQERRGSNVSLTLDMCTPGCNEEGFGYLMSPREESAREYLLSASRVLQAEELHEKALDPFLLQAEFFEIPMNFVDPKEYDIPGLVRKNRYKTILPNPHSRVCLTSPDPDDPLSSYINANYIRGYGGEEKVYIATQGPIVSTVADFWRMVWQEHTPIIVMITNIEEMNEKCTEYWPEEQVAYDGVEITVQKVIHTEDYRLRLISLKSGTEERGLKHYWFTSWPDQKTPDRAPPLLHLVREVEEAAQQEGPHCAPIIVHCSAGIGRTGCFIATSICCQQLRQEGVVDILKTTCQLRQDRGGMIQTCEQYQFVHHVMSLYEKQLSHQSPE
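Material: STEP (striatal-enriched tyrosine phosphatase) enzyme, cell-free | Medium: 50 mM Bis-Tris pH 6.0 with 2.5 mM DTT and 0.005% Tween 20 | Read-out: Percent inhibition scaled to no-enzyme and uninhibited-enzyme controls, plate-pattern corrected | Signal: Fluorescence read at 480 nm ex / 540 nm em | Times: 20 min reaction, room temperature, in the dark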
NRP1-CendR mod: modulators of CendR peptide binding to human neuropilin-1; O14786; 0.85% of 360,000 active; FAM-RPARPAR peptide binding to NRP-1, fluorescence polarization; inhibition, % at 25 µM;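 active = inhibition or corrected inhibition above about 18%, plus a signal ratio from 0.5 to 1.5, limit read from the data, passing the limit was not always enough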; also: strong numbers were not always called active
Tb MetRS inh: blocks T. brucei methionyl-tRNA synthetase activity; inhibition, % at 11.9 µM; purified T. brucei MetRS, ATP depletion, Kinase-Glo luminescence; AID 624268; 0.4% of 360,000 active;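 active = inhibition above a per-plate cutoff of the control wells' mean inhibition plus 3 SD, cut at about 5.5% in these data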;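 also: 0% = DMSO wells median and 100% = median of wells with control inhibitor compound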
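assay system = parasite MetRS enzyme | timing = 15 min preincubation, 2 h reaction, all 25 °C | evaluation = percent inhibition relative to median high and low control wells | medium = HEPES buffer containing pyrophosphatase, BSA, spermine, DTT | compound = single dose, 11.9 µM final nominal, 0.9% final DMSO | detection = Kinase-Glo luminescence, ATP depletion format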
SUMO1-SIM PPI: modulators of human SUMO1-mediated protein-protein interactions | P63165 | SUMO1 binding to a labelled peptide, TR-FRET, 1 h | AID 602429 | 0.33% of 360,000 active | inhibition, % at 20 µM; in the data active = inhibition above about 37%
Target sequence (P63165 whole entry, looked up): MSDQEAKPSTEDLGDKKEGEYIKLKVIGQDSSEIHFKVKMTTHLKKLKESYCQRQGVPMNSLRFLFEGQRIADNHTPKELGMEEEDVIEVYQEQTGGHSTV
NadD inh: inhibitors of Staphylococcus aureus NadD; purified NadD enzyme, colorimetric absorbance read-out; inhibition, % at 20 µM; 0.78% of 360,000 active; AID 602399; in the data active = inhibition above about 26%; also: some compounds past the cut are filed as inactive
SKN-1 inh: inhibitors of C. elegans SKN-1 | C. elegans VP596 Pgst-4::GFP/RFP ratio, acrylamide-induced, 24 h | inhibition, % at 21.8 µM | 0.49% of 360,000 active | AID 624304;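 active = interference check ratio from 0.5 to 1.5 plus GFP to RFP signal ratio inhibition reaching or exceeding a fixed threshold, cut at about 30% in these data, passing the limit was not always enough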; also: some compounds called inactive have numbers as strong as hits
Scp1 inh: blocks human Scp-1 phosphatase activity; inhibition, % at 20 µM; Recombinant Scp1, phosphopeptide, malachite green phosphate absorbance; 0.88% of 340,000 active;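 active = inhibition above about 50% at 20 µM, limit read from the data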;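 also: plate controls were DMSO wells with enzyme for no effect and wells lacking enzyme for full effect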
Target sequence (Q9GZU7 76-261 limits assumed): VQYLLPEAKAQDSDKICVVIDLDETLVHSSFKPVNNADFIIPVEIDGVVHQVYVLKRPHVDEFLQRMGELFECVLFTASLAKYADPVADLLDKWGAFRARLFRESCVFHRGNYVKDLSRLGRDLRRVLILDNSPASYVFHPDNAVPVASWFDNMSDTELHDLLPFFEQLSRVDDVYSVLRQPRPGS
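Times: enzyme reaction 45 min at room temperature, colour 5 min, stabilisation 30 min. Material: SCP-1 catalytic fragment, aa 76-261. Medium: Acidic Tris acetate buffer with magnesium and detergent. Signal: colorimetric free-phosphate detection, absorbance 630 nm. Read-out basis: % inhibition of SCP-1 phosphate liberation. Reagent: Phosphorylated 17-residue peptide substrate.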
Neddyl block: cullin neddylation inhibition; TR-FRET cullin neddylation, biochemical; calls only at 25 µM; 0.58% of 360,000 active; AID 651699; in the data active = inhibition above about 36%
* marks the source's active call; other numbers are inactive results; i = inactive; . = no result given; + = active, no number.

SMILES	LMPTP block	DNMT1 inh	STEP inh	NRP1-CendR mod	Tb MetRS inh	SUMO1-SIM PPI	NadD inh	SKN-1 inh	Scp1 inh	Neddyl block
O=[N+]([O-])c1cc(-c2nnc(C34CC5CC(CC(C5)C3)C4)o2)cc([N+](=O)[O-])c1	1.1	7	0	-11	-0.6	-13	-4	-4	-7	i
O=C(O)c1cn(CCOc2ccccc2Cl)c2ccccc12	-0.9	6	-3	-7	-0.6	-2	-1	-14	1	i
O=C(Nc1ccc(N2CCN(C(=O)c3ccccc3)CC2)c(Cl)c1)c1ccco1	0.0	-1	-3	-7	-0.3	2	3	2	2	i
O=C(COC(=O)c1cccnc1Cl)NC1CCCc2ccccc21 (centres undefined)	-0.5	-2	1	2	-0.1	3	0	18	-2	i
O=C(O)c1ccc(/C=N/NC(=S)NCCN2CCOCC2)cc1	-1.6	4	-2	11	-0.8	-4	-3	4	-5	i
C[C@H](NC(=O)c1nc[nH]c1C(=O)N1CCN(c2ccccc2)CC1)C(=O)OC(C)(C)C	-1.6	1	2	0	-0.3	-1	2	-13	1	i
c1csc(Cc2nn3c(-c4ccncc4)nnc3s2)c1	16	-5	-1	2	0.0	-5	-4	0	3	i
O=C(CCN1CCN(c2ccccc2)CC1)N/N=C/c1ccc([N+](=O)[O-])o1	7.6	-4	0	-7	0.5	-18	9	5	-11	i
COc1ccccc1CNC(=O)COC(=O)c1ccc([N+](=O)[O-])o1	0.1	-10	3	-23	-0.1	-30	-1	-20	2	i
CC1CCCN(C(=O)C2CCCN(S(=O)(=O)c3cccc4nsnc34)C2)C1 (centres undefined)	-1.2	1	-4	-18	-0.8	-22	-5	-4	-6	i
CN(CCc1ccccc1)Cc1nc(-c2cnccn2)no1	-1.0	-1	0	0	0.5	-3	2	11	-6	i
O=C(Nc1ccc(Cl)cc1)c1ccsn1	0.8	1	2	-10	-0.5	1	-6	3	-7	i
Cn1c(=O)n(Cc2ccccc2)c(=O)c2c1nc1n2CCCN1Cc1ccccc1	-0.8	-6	-4	7	-1.0	5	0	-4	10	i
CCCCN(C(=O)Oc1ccccc1)C1CCS(=O)(=O)C1 (centres undefined)	-0.2	0	-1	10	-0.1	-3	1	-7	-3	i
COc1ccc(-n2nc3c(N4CCC(C(=O)NCC(C)c5ccccc5)CC4)nnc(C)c3c2C)cc1 (centres undefined)	16	23	2	-49	0.8	0	8	-4	6	i
Cc1ccsc1/C=C(\C#N)C(=O)NCc1ccco1	-1.1	11	-25	10	-0.1	-7	-5	5	-8	i
O=C(CCNS(=O)(=O)c1ccccc1C(F)(F)F)NCC(c1ccco1)N1CCCCC1 (centres undefined)	-0.9	1	-2	-18	-0.4	0	-6	-2	3	i
O=C(CNC(=S)N(Cc1ccccc1)Cc1cccnc1)NC1CCCC1	1.5	2	3	2	-1.2	5	2	-9	-2	i
O=C(CSc1nnc(NC(=O)C2CCCCC2)s1)NCc1ccco1	-1.8	0	1	-4	-0.9	-1	-7	6	-7	i
CC(C)C(=O)NC(=S)Nc1ccc(CN2CCOCC2)cc1	-0.8	4	-4	4	-1.3	5	-3	-7	-4	i
CCCc1cc(=O)oc2c3c(cc(OCC(=O)N4CCC(C(=O)O)CC4)c12)OC(C)(C)CC3	-1.2	1	-1	-8	0.0	-3	1	6	.	.
Cn1c(-c2ccc(F)cc2)cnc1SCC(=O)NCc1ccco1	-1.2	-2	-1	-2	-0.4	-1	2	2	-4	i
C=CCn1c(C)cc(C(=O)CSc2nnc3n(CCC)c(=O)c4ccccc4n23)c1C	1.3	-2	3	-2	-0.3	2	4	4	-1	i
Cc1cccc(Sc2nc(-c3ccccc3)ncc2C(=O)O)c1	-1.1	0	-3	-10	0.4	7	-2	14	-6	i
COC(=O)c1ccc(C(=O)OC)c(NC(=O)COc2ccccc2OC)c1	1.4	-1	7	-12	-0.2	2	6	-4	-9	i
OCCn1c(-c2ccc(F)cc2)csc1=Nc1ccccc1	-0.8	5	-2	0	-0.2	3	-2	0	-5	i
CCc1cccc(C)c1NC(=S)NCc1ccccc1	-0.8	5	2	5	-1.5	-2	3	-8	0	i
CCn1c(NCCc2ccc(OC)c(OC)c2)nc2c1c(=O)n(C)c(=O)n2C	0.9	1	-1	5	-0.4	2	0	-5	6	i
COc1ccc(C(=O)N/N=C/C2CC=CCC2)cc1OC (centres undefined)	0.0	3	-1	-10	0.3	4	-2	-1	-3	i
Cn1ncc([N+](=O)[O-])c1C(=O)Nc1ccc(C2CCCCC2)cc1	4.3	3	0	1	-0.6	-6	-3	11	5	i
COc1ccccc1CNC(=O)CNC(=O)Cn1cnc2ccccc2c1=O	-1.2	5	0	6	-0.9	4	-2	12	-10	i
C=CCNC(=O)c1onc(CCl)c1C(=O)OC	-1.4	7	-1	-5	0.1	6	0	-1	-2	i
O=C(Oc1ccccc1Cl)C1CCN(C(=O)c2ccc(F)cc2)CC1	-0.5	0	-1	13	-0.6	1	-5	8	-2	i
C=Cc1ccc(Cn2c(C)c(C(=O)NCCC#N)sc2=O)cc1	-0.4	2	2	-2	-0.5	2	-2	14	.	i
Cc1cccc(N2CC(=O)N(c3cccc(C)c3)CC2=O)c1	-0.1	-1	-3	-1	-0.4	2	7	12	34	i
CCc1nnc(NC(=O)CSc2nnc(COc3ccccc3C)o2)s1	-0.8	0	0	4	0.1	4	-5	0	-1	i
COc1ccc(CN(C)CC(=O)Nc2sc3c(c2C#N)CCC3)c(OC)c1	1.8	-8	-2	-11	-0.1	4	3	-6	-3	i
CCOc1ccc(S(=O)(=O)N2CCC(C(N)=O)CC2)c2ccccc12	1.0	-1	-2	-5	0.2	1	1	21	-4	i
c1ccc2c(-c3nnc(SCc4cn5ccccc5n4)o3)c[nH]c2c1	3.7	-2	-1	-10	2.1	6	2	25	5	i
C[C@H](CO)N1C[C@H](C)[C@@H](CN(C)CC2CCCCC2)Oc2ccc(NS(C)(=O)=O)cc2C1=O	-1.8	4	-3	5	-0.2	5	-4	11	0	i
CN(CC(=O)Nc1ccc(F)cc1)C(=O)c1ccccc1OCc1ccc(F)cc1	0.9	0	-3	18	-0.3	12	-5	13	-8	i
CC1(C)NC(=O)N(CC(=O)OCC(=O)N2CCN(S(=O)(=O)c3ccccc3)CC2)C1=O	-0.6	-2	4	7	-0.1	9	2	8	-6	i
O=C(c1cc(COc2cccc3cnccc23)on1)N1CCCC(CCCO)C1 (centres undefined)	1.1	3	0	11	-0.4	-19	0	11	1	+
CCN(CC)CCNC(=O)Cc1nn(Cc2ccccc2)c(=O)c2ccccc12	0.5	1	1	-5	0.0	1	0	-11	-1	i
Cc1cc(C)n2nc(C(=O)NC(c3ccccc3)c3ccccc3)nc2n1	-1.0	0	-3	-9	-0.9	3	7	0	-9	i
C/C(CC(=O)Nc1cc(C)ccn1)=N\NC(=O)C(=O)NC(C)C	1.0	-4	0	8	-1.1	1	-9	6	-5	i
N#CC1=C2N=C(N)c3ccccc3N2C2=C(C(=O)CCC2)C1c1ccccc1F (centres undefined)	1.0	-7	0	13	-0.4	-6	1	0	-3	i
Cn1cc(CNCc2cn(C)nc2-c2ccc(C3CCCCC3)cc2)cn1	-1.5	1	-1	3	-0.7	3	-8	-9	4	i
CC(C)Nc1nnc(SC(C)C(=O)N(C)C2CCCCC2)s1 (centres undefined)	-9.8	4	-5	5	0.0	-11	1	-7	-7	i
CC(C)CNC(=O)C(=O)NNC(=O)C1CCCCC1	-1.8	-3	-3	-10	-0.2	0	-3	-1	-4	i
CS(=O)(=O)Nc1cccc(C2=NN(S(=O)(=O)c3ccc(F)cc3)C(c3cccs3)C2)c1 (centres undefined)	1.6	-10	-2	-142	0.7	-7	-1	18	-6	i
O=C(Nc1cccc2cccnc12)c1ccc2c(c1)OCCO2	1.3	-7	1	-2	-0.3	-10	0	11	-5	i
O=C1CNC(=O)/C1=C/c1ccccc1	-1.2	6	-5	-2	-0.8	4	3	3	5	i
O=C(CN1C(=O)NC2(CCCCCC2)C1=O)Nc1ccc(Cl)cc1Cl	0.2	-2	2	-4	-0.4	-2	-1	10	-2	i
COCCN(C(=O)COC(=O)CCOc1cc(C)ccc1C)c1c(N)n(Cc2ccccc2)c(=O)[nH]c1=O	0.5	1	0	4	0.3	1	7	5	-4	i
O=C(Nc1ccccc1C(=O)O)c1ccc(Cl)c(S(=O)(=O)N2CCOCC2)c1	-0.6	0	1	-5	-0.3	12	-2	6	-5	i
CCOC(=O)C1=C(O)/C(=C/c2ccccn2)SC1=Nc1ccc(Cl)cc1	4.5	-3	5	-4	-0.2	-12	-6	7	-8	i
CC(C)C[C@@H](CN1CCC[C@@H]1CN1C(=S)NC[C@@H]1Cc1ccc(O)cc1)N1C[C@H](Cc2ccc(O)cc2)N(CCc2ccccc2)C1=S	1.5	-53	3	-8	-1.5	6	40*	9	.	i
CCc1nnc(NC(=O)Cn2nnc(-c3ccccc3F)n2)s1	-1.1	1	1	-8	-0.6	7	2	1	0	i
O=S(=O)(c1cccs1)N1CCC(Cc2ccccc2)CC1	3.1	-4	0	2	0.7	3	3	5	-2	i

Sorted by length of the SMILES (low to high): three of the compounds above.
SMILES	LMPTP block	DNMT1 inh	STEP inh	NRP1-CendR mod	Tb MetRS inh	SUMO1-SIM PPI	NadD inh	SKN-1 inh	Scp1 inh	Neddyl block
O=C1CNC(=O)/C1=C/c1ccccc1	-1.2	6	-5	-2	-0.8	4	3	3	5	i
CC(C)CNC(=O)C(=O)NNC(=O)C1CCCCC1	-1.8	-3	-3	-10	-0.2	0	-3	-1	-4	i
O=C(CN1C(=O)NC2(CCCCCC2)C1=O)Nc1ccc(Cl)cc1Cl	0.2	-2	2	-4	-0.4	-2	-1	10	-2	i

(continued)
SMILES	LMPTP block	DNMT1 inh	STEP inh	NRP1-CendR mod	Tb MetRS inh	SUMO1-SIM PPI	NadD inh	SKN-1 inh	Scp1 inh	Neddyl block
O=C(CN1C(=O)NC2(CCCC2)C1=O)N1CCN(c2cccc(C(F)(F)F)c2)CC1	0.2	-2	0	-3	-0.1	-2	2	7	-8	i
CCN(Cc1ccccc1)S(=O)(=O)c1cc(C(=O)NCC2CCCCC2)ccc1OC	3.2	-13	-3	2	0.8	2	-6	4	-16	i
CCOc1ccc(C(=O)OCC(=O)Nc2cc(S(=O)(=O)N3CCOCC3)ccc2N2CCOCC2)cc1	0.6	3	2	-14	-0.1	-2	9	25	0	i
Cc1ccccc1NC(=O)c1ccc2snnc2c1	0.1	2	1	-11	-0.8	-5	1	2	-7	i
